# Bioassay records: PubChem, National Center for Advancing Translational Sciences (NCATS)
# FLuc modulator – qHTS profiling assay for firefly luciferase inhibitor/activator using purifed enzyme and Km concentrations of substrates (counterscreen for miR-21 project) | purified FLuc, Km substrates, luminescence inhibition | Potency, µM (titrated, usually from 57.5 µM), inactives show top-dose activity change, negative = inhibition, usual class: inhibitors | actives 6.9% (n = 360,000) | AID 588342, 2011 | Luciferin 4-monooxygenase (Photinus pyralis), P08659; active = well fitted inhibition curve with a large enough effect; inconclusive = small, poorly fitted or top-dose-only effect;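 note: plate controls were vehicle for no effect and reference inhibitor for full effect; nearly all actives have a fitted effect of over 55% in size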
# Target sequence (P08659 whole entry, looked up): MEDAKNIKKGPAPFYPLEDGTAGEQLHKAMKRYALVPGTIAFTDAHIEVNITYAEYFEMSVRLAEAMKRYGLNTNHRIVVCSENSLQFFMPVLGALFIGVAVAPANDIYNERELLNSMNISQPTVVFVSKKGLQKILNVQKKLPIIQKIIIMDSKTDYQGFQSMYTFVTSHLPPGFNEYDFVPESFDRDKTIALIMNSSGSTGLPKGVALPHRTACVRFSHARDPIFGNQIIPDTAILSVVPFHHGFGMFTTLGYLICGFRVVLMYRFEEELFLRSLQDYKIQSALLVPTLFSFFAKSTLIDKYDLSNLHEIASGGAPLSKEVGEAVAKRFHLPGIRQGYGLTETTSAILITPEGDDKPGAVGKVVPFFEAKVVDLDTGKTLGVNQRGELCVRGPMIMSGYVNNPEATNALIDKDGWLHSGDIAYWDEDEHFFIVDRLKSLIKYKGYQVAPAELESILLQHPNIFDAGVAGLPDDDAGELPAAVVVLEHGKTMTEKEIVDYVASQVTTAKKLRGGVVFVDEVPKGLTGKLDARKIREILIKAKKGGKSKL
#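 Purified P. pyralis luciferase, 10 nM final, with Km-level 10 uM D-luciferin and 10 uM ATP in 50 mM Tris acetate pH 7.5, 10 mM Mg acetate, 0.01% Tween-20, 0.05% BSA; 6-point qHTS titration about 60 µM downward; luminescence read.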
# * = called active by the depositor; ? = inconclusive. Potency is the fitted concentration of half-maximal effect. Only part of the results is shown; the hit share may differ from the screen's.
SMILES,FLuc modulator
COc1cccc(CC(=O)Nc2c(C(=O)N3CCN(c4ccccc4)CC3)oc3ccccc23)c1,1%
CCC(Oc1ccc(F)cc1)C(=O)Nc1nc(-c2ccc(F)cc2)ns1 (stereo not drawn),-22%
O=c1c2ccccc2nc2sc(Nc3ccc(Br)cc3)nn12,?
O=S(=O)(c1ccc(Br)cc1)c1nnn2c1nc(NC1CCCCCC1)c1sccc12,-4%
CCOC(=O)c1cnc2c(ccc3ccccc32)c1Nc1cccc(OC)c1,2%
COc1ccc(NC(=O)c2ccc3[nH]c(C)cc(=O)c3c2)cc1,-1%
CCCCc1ccc(C(=O)N/C(=C\c2ccc(C)cc2)C(=O)NC2CCCCC2)cc1,-1%
Cc1cccc(OCC(=O)Nc2ccc(-c3nc4cc(C)ccc4o3)c(O)c2)c1,-13%
O=c1c(-c2cc(-c3ccc(F)cc3)nc3c2COc2ccc(Cl)cc2-3)coc2ccc(F)cc12,0%
Cc1cccc(Cn2cc(S(=O)(=O)c3cccc(C)c3)c(=O)c3cc(F)c(N4CCOCC4)cc32)c1,-1%

# Structures listed so far with a halogen:
SMILES,FLuc modulator
CCC(Oc1ccc(F)cc1)C(=O)Nc1nc(-c2ccc(F)cc2)ns1 (stereo not drawn),-22%
O=c1c2ccccc2nc2sc(Nc3ccc(Br)cc3)nn12,?
O=S(=O)(c1ccc(Br)cc1)c1nnn2c1nc(NC1CCCCCC1)c1sccc12,-4%
O=c1c(-c2cc(-c3ccc(F)cc3)nc3c2COc2ccc(Cl)cc2-3)coc2ccc(F)cc12,0%
Cc1cccc(Cn2cc(S(=O)(=O)c3cccc(C)c3)c(=O)c3cc(F)c(N4CCOCC4)cc32)c1,-1%

# Further records.
SMILES,FLuc modulator
CCCNC(=O)C1CCN(Cc2cc3ccccc3n2Cc2ccccc2)CC1,-8%
O=C(Nc1ccc(-c2nc3ccccc3s2)c(O)c1)c1ccc(Br)cc1,-2%
Cc1ccc(NC(=O)CCC(=O)N2CCSc3ccccc32)cc1Cl,-15%
COc1ccc(NC(=O)Cn2c(=O)n(-c3ccc(Cl)cc3)c(=O)c3c(C)c(C(=O)N(C)C)sc32)cc1Cl,3%
COc1ccc(C)cc1NC(=O)C1CCC(CNS(=O)(=O)c2ccc3c(c2)CCCC(=O)N3)CC1 (stereo not drawn),-5%
Cc1cccc(-n2c(CNC(=O)c3cccc(F)c3)nnc2SCC(=O)Nc2ccccc2F)c1,-1%
Cc1ccc(CN2C(=O)CN(C3CCCCCC3)C(=O)C2c2ccc(F)cc2)cc1 (stereo not drawn),-4%
CC(C)c1cnc2c(c1SCC(=O)NCc1ccccc1Cl)c(=O)n(C)c(=O)n2C,-3%
O=C(CCn1c(=O)c2sccc2n(Cc2ccc(F)cc2Cl)c1=O)NCc1ccc2c(c1)OCO2,1%
COc1cc2c(=O)c(C(=O)c3ccc(C)c(C)c3)cn(Cc3ccccc3F)c2cc1OC,-14%
CCN(c1ccc(Cl)cc1)S(=O)(=O)c1nnc(NC(=O)c2ccco2)s1,0%
COc1cc(Cl)c(C)cc1NC(=O)c1cc(S(=O)(=O)N2CCCC2)ccc1F,-5%
CC(=O)N1CCc2cc(S(=O)(=O)NC(CC(C)C)C(=O)Nc3ccc(C(C)C)cc3)ccc21 (stereo not drawn),-10%
Cn1c(=O)cc(SCC(=O)N2CCN(c3ccc(F)cc3)CC2)c2ccc(Cl)cc21,-4%
COc1cc(C(=O)NCC(c2cccs2)S(=O)(=O)c2cccs2)cc(OC)c1OC (stereo not drawn),1%
COc1ccc(OC)c(CCNC(=O)c2cnn(-c3ccccc3)c2C2CCN(C(=O)OC(C)(C)C)CC2)c1,-2%
N#C/C(=C\c1cccc(F)c1)c1nc(-c2cc3ccccc3oc2=O)cs1,-2%
COc1ccc(-n2ccn(CC(=O)NCCc3ccccc3)c(=O)c2=O)cc1OC,0%
Cc1nc2c(C(=O)NCc3ccccc3)c[nH]n2c(=O)c1Cc1ccccc1Cl,?
O=C(Cn1ncc2c3ccccc3n(Cc3ccccc3F)c2c1=O)N1CCCCC1,4%
CC(C)OCCCn1c(=O)c2ccccc2n2c(-c3cc(Cl)ccc3O)nnc12,5%
Cc1cc(NC(=O)c2cnn(-c3ccccc3)c2-n2cccc2)ccc1Br,-2%
C=CCC(CC=C)(CNC(=O)C(=O)Nc1cccc(C(F)(F)F)c1)c1ccccc1,-5%
Clc1ccc(-n2ncc3c(NC4CCCC4)ncnc32)cc1,0.85µM*
CC(NC(=O)C1CCN(S(=O)(=O)c2ccc(F)cc2)CC1)c1ccccc1 (stereo not drawn),-4%
Cc1cccc2c1-c1sc(C(=O)NCCCN3CCN(c4ccccc4F)CC3)cc1CO2,6%
Cc1cccc(OCC(=O)Nc2ccc3c(c2)N(C)C(=O)c2ccccc2S3)c1,4%
CCCCn1c(COc2cccc(OC)c2)nc2ccccc21,?
COC(=O)c1sccc1S(=O)(=O)N1CCN(c2cccc(C)c2)C(C)C1 (stereo not drawn),-3%
COc1ccc(N2Cc3cccc(C(=O)Nc4ccc(F)cc4)c3C2=O)cc1,2%
COC(=O)c1ccccc1NC(=O)c1cc2c(-c3ccc(OC)c(OC)c3)nn(C)c2s1,1%
CCc1ccccc1NC(=O)c1ccc(Cn2nc(N3CCN(c4ccccc4)CC3)ccc2=O)o1,5%
CN(C)c1ccc(CNC(=O)CN2C(=O)CSc3ccc(S(=O)(=O)N4CCCC4)cc32)cc1,-11%
Cc1ccc(CN2CCCn3nc(C(=O)NCCc4ccccc4Cl)cc3C2=O)cc1,-2%
Cc1ccc(Cl)cc1NC(c1ccc(F)cc1)c1nnc(-c2ccccc2)o1 (stereo not drawn),-15%
O=C(CN1N=C(c2ccc(Cl)cc2)CCC1=O)NCc1ccc(F)cc1,-17%
COc1cc(NC(=O)c2nnn(Cc3ccc(F)cc3)c2N)cc(OC)c1,-12%
COc1cccc(NC(=O)C2CCCN(S(=O)(=O)c3cn(C(C)C)cn3)C2)c1 (stereo not drawn),5%
CCOC(=O)c1scc(-c2ccc(C)cc2)c1S(=O)(=O)Nc1cccc(CC)c1,-13%
CCOc1ccccc1C(=O)N(Cc1ccccc1F)C1CCS(=O)(=O)C1 (stereo not drawn),-2%
COc1ccc(NC(=O)CSC2=Nc3ccccc3C3=NC(CC(=O)NCc4ccccc4OC)C(=O)N23)cc1Cl (stereo not drawn),5%
O=C(Cc1ccc(Cl)cc1)Nc1ccc2oc(-c3ccccc3F)nc2c1,-14%
Cc1cc(C)cc(N2C(=O)N(CC(=O)c3ccc(Br)cc3)c3ccccc3S2(=O)=O)c1,-1%
COc1cc(CNc2ccc3[nH]c(=O)[nH]c3c2)cc(Cl)c1OCc1ccc(F)cc1,-4%
Cc1ccc2c(CC(=O)NCc3ccccc3)coc2c1C,0%
COc1ccc(OC)c(CNS(=O)(=O)c2ccc3c(c2)oc(=O)n3C)c1,-3%
CCN(CC)S(=O)(=O)c1ccc(-c2csc(=Nc3cccc(C(F)(F)F)c3)n2Cc2ccc3c(c2)OCO3)cc1,-2%
CCN1CCc2nc3sc(C(=O)c4ccccc4)c(N)c3cc2C1,9.5µM*
O=C1CCCc2cc(S(=O)(=O)NCC3CCC(C(=O)NCc4ccccc4Cl)CC3)ccc2N1 (stereo not drawn),-16%
Cc1ccc2c(CC(=O)Nc3nnc(C(C)C)s3)coc2c1C,0%
# Next records.
SMILES,FLuc modulator
Cc1ccc(-c2nnc(Nc3ccc(S(N)(=O)=O)cc3)c3ccccc23)cc1S(=O)(=O)N1CCOCC1,0%
CN1C(=O)c2[nH]nc(-c3ccc(F)cc3)c2C1c1cccc(O)c1 (stereo not drawn),-19%
CS(=O)(=O)NCCc1csc2nc(-c3ccccc3)nn12,2%
CCN(CC)C(=O)C1CCCN(c2ncnc3onc(C)c23)C1 (stereo not drawn),-2%
Cc1cc(C)cc(OCC(=O)N(Cc2ccco2)Cc2ccccc2Cl)c1,-14%
Cc1ccc(S(=O)(=O)N(CC(=O)Nc2cccnc2)c2cc(Cl)ccc2C)cc1,-8%
CCOC(=O)c1ccc(NC(=O)C(Cc2ccccc2)N2Cc3ccccc3C2=O)cc1 (stereo not drawn),-9%
COc1cccc(-c2cc(C(=O)NCCc3ccc(OC)c(OC)c3)no2)c1,1%
COc1ccc(CCNC(=O)C(=O)NCC(c2ccc3c(c2)OCO3)N2CCOCC2)cc1OC (stereo not drawn),0%
CCc1nn2c(=O)c(S(=O)(=O)Nc3ccc(Br)cc3F)c(C)nc2s1,?
CCOC(=O)c1c(NC(=O)CSc2nc(-c3ccccc3)cc(C(F)(F)F)n2)sc(C)c1C,-10%
O=C(CSc1nc(=O)[nH]c2c1CCC2)NCc1ccc(F)cc1,3%
COc1ccc(CCNC(=O)c2cccc(-n3c(C)nc4cccnc43)c2)cc1OC,4%
Cc1ccc(CNC(=O)C2CCN(Cc3nc(-c4ccccc4C)oc3C)CC2)cc1,-17%
O=C(NCCS(=O)(=O)N1CCN(c2ccc(F)cc2)CC1)C1CC(=O)N(c2ccc(F)cc2)C1 (stereo not drawn),1%
CCOc1ccc(Cn2c(CNS(=O)(=O)c3cccs3)nc3cccnc32)cc1,7%
CCCc1nn2c(=O)cc(COC(=O)c3cccc(NC(=O)COc4ccc(F)cc4)c3)nc2s1,-18%
Cc1ncc(CO)c2c1Oc1nc(-c3ccccc3F)nc(SCC(=O)N3CCCCC3)c1C2,-6%
O=C(O)CCn1c(=O)c2cccn2c2cccnc21,-7%
CCOC(=O)C1CCN(C(=O)CSc2n[nH]c(-c3ccccc3Cl)n2)CC1,3%

# Random excerpt: 2 entries already listed, in no set order.
SMILES,FLuc modulator
Cc1ccc(CN2C(=O)CN(C3CCCCCC3)C(=O)C2c2ccc(F)cc2)cc1 (stereo not drawn),-4%
Cc1ccc(Cl)cc1NC(c1ccc(F)cc1)c1nnc(-c2ccccc2)o1 (stereo not drawn),-15%

# Additional results
SMILES,FLuc modulator
O=C(c1ccco1)N1CCN(c2nc3ccc(Cl)cc3s2)CC1,?
COc1ccc(N2CCN(C(CNC(=O)C(=O)NCCc3ccccc3)c3cccnc3)CC2)cc1 (stereo not drawn),-15%
CCOc1ccccc1N(C)C(=O)Cn1nc(Cc2ccncc2)c2ccccc2c1=O,-5%
COc1cc(NS(=O)(=O)c2cc(Br)cc3c2N(C(=O)C2CC2)CC3)cc(OC)c1,-1%
COc1cccc(NC(=O)CSC2=Nc3ccccc3C3=NC(CC(=O)NC4CCCCC4)C(=O)N23)c1 (stereo not drawn),1%
O=C(NCC(c1cccs1)S(=O)(=O)c1cccs1)c1ccccc1F (stereo not drawn),-1%
Cc1ccc(NC(=O)c2ccc(NC(=O)N3CCSc4ncccc43)cc2)c(C)c1,-6%
COCCNC(=O)c1ccc(-c2nc(CS(=O)(=O)c3ccccc3)c(C)o2)cc1,-5%
COc1ccc(N2CCN(C(=O)C3CCCN(S(=O)(=O)c4ccc5c(c4)CCCN5C(C)=O)C3)CC2)cc1 (stereo not drawn),-6%
COc1ccccc1NC(=O)C(Cc1ccccc1)NS(=O)(=O)c1ccc2c(c1)CCN2C(C)=O (stereo not drawn),-10%
COc1ccc(C(CNC(=O)COc2ccc(Cl)c(C)c2)N2CCOCC2)cc1 (stereo not drawn),-9%
NC(=O)C1CCN(c2nc(-c3ccccc3[N+](=O)[O-])cs2)CC1,-1%
COc1cccc(C(=O)NCc2nc(-c3ccccc3)no2)c1OC,-14%
CCC(=O)N1CCc2cc(Br)cc(S(=O)(=O)CCC(=O)N3CCN(c4cccc(C(F)(F)F)c4)CC3)c21,-11%
COc1ccc(CNC(=O)Cc2csc3nc(-c4ccc(C)cc4)cn23)cc1,17µM*
COc1ccc(Cl)cc1C(=O)NCc1nc(-c2cccc(C)c2)no1,-8%
O=C(CSc1ncc(-c2ccc(Cl)cc2)[nH]1)Nc1ccccc1F,?
O=C(CSc1n[nH]c(-c2ccccc2Cl)n1)N1CCN(c2ccccc2F)CC1,?
COc1ccccc1Nc1cc(C)nc2nc(-c3ccccc3)nn12,?
COc1ccc(S(=O)(=O)NCc2ccc3c(c2)CCN3C(=O)c2ccc(C)cc2)cc1Cl,4%
O=C(NCCc1ccc(F)cc1)C(=O)NCC(c1cccs1)S(=O)(=O)c1ccccc1 (stereo not drawn),-2%
Cc1[nH]c2ccc(C(=O)NCCc3ccccc3Cl)cc2c1C,?
C=CCc1ccccc1OCCSc1nc(-c2cccs2)nc2cc(=O)[nH]n12,?
CCOc1cc(C2Nc3ccccc3-c3nnc(SCc4ccccc4)nc3O2)ccc1OC (stereo not drawn),?
Cc1ccc(CCNS(=O)(=O)c2cc(-c3cc(C)no3)ccc2C)cc1,2%

# A few values from the results shown:
# O=C(NCCc1ccc(F)cc1)C(=O)NCC(c1cccs1)S(=O)(=O)c1ccccc1 (stereo not drawn) – FLuc modulator: -2%
# Cc1ccc(CCNS(=O)(=O)c2cc(-c3cc(C)no3)ccc2C)cc1 – FLuc modulator: 2%
